High-throughput results: PubChem BioAssay, several laboratories
NADH coupling: inhibitors of PK/LDH coupling enzymes, profiling panel, artefact control, biochemical, MLSMR library. coupled PK/LDH NADH assays, four targets. 0.02% of 65,000 active. IC50, µM (top dose mostly 10 µM), for the others: at the top dose inhibition;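 active = single-dose screening hits from any of four coupled enzyme assays that gave an IC50 when retested across doses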;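 also: the DPM-DC format reads NADH fluorescence rather than 340 nm absorbance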
Hsp90 block: tumor Hsp90 inhibitors, primary screen, cell lysate, fluorescence polarization, NCI-N417 lysate; Heat shock protein HSP 90-alpha (Homo sapiens), P07900; inhibition, % at 30 µM; 0.35% of 64,000 active; AID 429, 2006; Cy3B-geldanamycin FP displacement;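 active = inhibition above 50%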;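 also: 0% = tracer plus lysate wells and 100% = tracer alone without lysate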
M1 ag: M1 muscarinic receptor agonists, primary screen, CHO-M1 cells, Fluo-4 calcium, agonist mode | Muscarinic acetylcholine receptor M1 | 3% of 64,000 active | B-score at 10 µM | Fluo-4 calcium fluorescence; hits give high values;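 active = fluorescence rise, raw or as B-score row- and column-corrected plate score, outside the 99.7% band of its plate's samples, either direction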
Her2 expr inh: inhibitors of Her2 protein expression, primary screen, SKBR-3 cells, AlphaScreen, 66K library; SKBR-3 HER2 protein level, 18-24 h; hits give low values; HER2 level % of control, % at 10 µM; 0.69% of 65,000 active;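 active = HER2 level under 5% of the carrier-only control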;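 also: 100% = DMSO carrier and 0% = 500 nM PU-H71 HSP90 inhibitor; lower value means stronger loss of Her2 protein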
Ec RNAP inh: E. coli RNAP inhibitors, biochemical; DNA-directed RNA polymerase subunit beta (Escherichia coli (strain K12)), P0A8V2; E. coli RNA polymerase, fluorescence transcription assay; inhibition, %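 (tested at 10 µM)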; 0.2% of 62,000 active; AID 559, 2006; in the data active = inhibition above about 20%;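 also: 0% = enzyme without compound and 100% = no enzyme blank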
Autofluor 339: intrinsic fluorescence of library compounds, ex339/em460 – biochemical, MLSMR library, data from DPM-DC assay, artefact control, profiling panel | compound autofluorescence, ex339/em460 nm, NADH buffer; hits give high values; 1 = no-compound wells, NADH background | fluorescence fold increase at 10 µM | 5.5% of 65,000 active;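 active = at 10 µM, mean starting fluorescence two-fold or more over control wells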;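 also: signal is the first read of a kinetic run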
M1 antagonist: antagonists of rat M1 muscarinic receptor. Muscarinic acetylcholine receptor M1 (Rattus norvegicus), P08482. CHO-M1 cells, Fluo-4 calcium, ACh EC80 antagonist mode; hits give low values. B-score at 10 µM. 3.4% of 64,000 active;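 active = calcium fluorescence response, raw or row-and-column corrected B-score, differing from the plate sample mean either way at a set confidence level, mostly lower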
5HT1a ag: human 5-HT1a receptor agonists, primary screen, cell-based, CHO, Ga15 NFAT-bla reporter; 5-hydroxytryptamine receptor 1A (Homo sapiens), P08908; CHO 5-HT1a Ga15 NFAT-bla reporter, FRET ratio; 0% basal, 100% maximal reference agonist; activation, % at 10 µM; 0.56% of 65,000 active;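 active = activation above the screen-wide mean activation plus 3 SD, cut at about 19% in these data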;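 also: 0% = DMSO wells and 100% = 5-CT at EC100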
Target sequence (P08908 whole entry, looked up): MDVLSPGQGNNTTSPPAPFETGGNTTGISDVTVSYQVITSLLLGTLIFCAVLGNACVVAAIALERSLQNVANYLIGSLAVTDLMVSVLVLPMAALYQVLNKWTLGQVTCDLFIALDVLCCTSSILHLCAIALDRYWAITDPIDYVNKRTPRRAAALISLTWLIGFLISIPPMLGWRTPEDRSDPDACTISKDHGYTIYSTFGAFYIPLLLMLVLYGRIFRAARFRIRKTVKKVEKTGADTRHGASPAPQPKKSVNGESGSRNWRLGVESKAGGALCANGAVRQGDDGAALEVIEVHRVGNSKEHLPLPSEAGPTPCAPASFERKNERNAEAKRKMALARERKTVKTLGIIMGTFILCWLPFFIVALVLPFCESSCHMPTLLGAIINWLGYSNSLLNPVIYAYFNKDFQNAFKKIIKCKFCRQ
D1 mod: D1 CRE-luciferase signal change, two-sided – cell-based, HEK293 D1, dopamine EC30, D1 allosteric modulator project, primary screen. B-score at 10 µM. 5.9% of 58,000 active. AID 641, 2007. dopamine EC30 potentiation; actives deviate in either direction. D(1A) dopamine receptor (Homo sapiens), P21728;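 active = luminescence count or its row- and column-corrected plate score outside the 99.7% band of the plate's sample wells, on either side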
Target sequence (P21728 whole entry, looked up): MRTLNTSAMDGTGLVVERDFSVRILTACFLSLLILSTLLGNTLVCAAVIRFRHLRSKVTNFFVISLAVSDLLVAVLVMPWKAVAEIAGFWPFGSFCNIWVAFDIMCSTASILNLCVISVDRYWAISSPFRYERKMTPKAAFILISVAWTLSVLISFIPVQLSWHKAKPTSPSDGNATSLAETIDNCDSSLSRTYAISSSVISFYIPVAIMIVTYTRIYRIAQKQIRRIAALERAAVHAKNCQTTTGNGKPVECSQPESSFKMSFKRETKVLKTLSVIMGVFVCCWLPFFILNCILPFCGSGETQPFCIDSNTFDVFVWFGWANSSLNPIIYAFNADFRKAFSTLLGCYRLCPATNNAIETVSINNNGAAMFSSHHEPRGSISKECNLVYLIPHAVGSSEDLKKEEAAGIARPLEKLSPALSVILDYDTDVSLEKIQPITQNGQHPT
* marks the source's active call; other numbers are inactive results; . = not tested or not shown; [ ] = remark or other dose. Rows were taken by chance; 16% or so of the library scored in one or more.

The opening 5 records (preview)
SMILES	NADH coupling	Hsp90 block	M1 ag	Her2 expr inh	Ec RNAP inh	Autofluor 339	M1 antagonist	5HT1a ag	D1 mod
CC(C)OCCCn1c(=N)c(C(N)=S)cc2c(=O)n3ccccc3nc21	7%	-9	4*	81	-6	1.9	-0.95	5.7	.
Cc1cc(NC(=O)C2COc3ccccc3O2)no1 (centres undefined)	3%	-2	-0.58	102	11	1	-0.25	-1.9	-1.5
O=C(Cc1ccc(Cl)cc1)NCC(=O)N1CCCC1	9%	1	0.02	74	-3	1.1	-0.016	4.5	0.15
COc1cccc(NC(C)C(=O)N2CC(C)OC(C)C2)c1 (centres undefined)	5%	-1	-0.13	109	8	1	0.82	0.0	0.81
O=C(NC1CCCCC1)c1cccc(S(=O)(=O)N2CCOCC2)c1	1%	.	-0.7	125	-11	1.1	-0.23	.	-0.76

The list itself (from the top)
SMILES	NADH coupling	Hsp90 block	M1 ag	Her2 expr inh	Ec RNAP inh	Autofluor 339	M1 antagonist	5HT1a ag	D1 mod
CC(C)OCCCn1c(=N)c(C(N)=S)cc2c(=O)n3ccccc3nc21	7%	-9	4*	81	-6	1.9	-0.95	5.7	.
Cc1cc(NC(=O)C2COc3ccccc3O2)no1 (centres undefined)	3%	-2	-0.58	102	11	1	-0.25	-1.9	-1.5
O=C(Cc1ccc(Cl)cc1)NCC(=O)N1CCCC1	9%	1	0.02	74	-3	1.1	-0.016	4.5	0.15
COc1cccc(NC(C)C(=O)N2CC(C)OC(C)C2)c1 (centres undefined)	5%	-1	-0.13	109	8	1	0.82	0.0	0.81
O=C(NC1CCCCC1)c1cccc(S(=O)(=O)N2CCOCC2)c1	1%	.	-0.7	125	-11	1.1	-0.23	.	-0.76
O=C(CSc1nnc(-c2cnccn2)n1Cc1ccco1)Nc1ccc(Br)cc1	5%	-3	-0.25	68	13	1.2	0.36	-0.8	-0.13
CCOC(=O)CNC(=O)c1sc(NC(=O)c2ccccc2F)nc1C	4%	-3	-1.8	56	6	1	0.47	-1.0	-0.87
CCOC(=O)c1sc(=S)n(-c2ccccc2OC)c1N	4%	-2	-0.07	91	5	1.1	-0.0064	-3.9	-0.81
Cc1ccc(C=Nc2ccc(N(C)C)cc2)o1	4%	18	-0.17	120	15	1	0.13	-2.9	0.66
Cc1ccccc1OCC(O)Cn1c(NCc2ccco2)nc2c1c(=O)[nH]c(=O)n2C (centres undefined)	7%	3	-0.14	78	1	1.1	0.016	-4.1	0.04
CCOC(=O)c1cnc2nc(C)[nH]n2c1=O	5%	0	-0.68	87	-3	1.1	-0.12	-2.2	0.28
CCS(=O)(=O)N1CCC(C(=O)NCc2ccccn2)CC1	2%	-3	-1.4	106	-4	1.1	0.086	-4.2	-0.94
CC1(C)Cc2c(sc3c2c(=N)n(Cc2ccco2)c(=O)n3Cc2ccc(Cl)cc2)CO1	1%	.	0.0031	135	12	1.2	-0.048	4.5	25*
CC1CCC(NC(=O)c2ccc(CS(=O)(=O)Cc3ccccc3F)o2)CC1 (centres undefined)	7%	0	-0.21	94	12	1.1	1.3	-0.1	1.1
COc1ccc(CCN2C(=O)C3C4C=CC(C4)C3C2=O)cc1OC (centres undefined)	2%	-2	0.24	116	11	1	-0.61	-1.9	-0.18
Cn1c(NCc2ccccc2Cl)nc2ccccc21	4%	-2	1.1	101	4	1.1	-0.25	-2.5	-1.2
COc1cc(OC)c(NC(=O)Cn2cccc2)cc1Cl	4%	-3	0.16	124	3	1.1	-0.7	-2.5	0.42
COc1ccc(N(CC(=O)NCc2ccccc2OC)S(=O)(=O)c2c(C)nn(C)c2C)cc1	7%	0	-0.74	90	9	1.1	-1.3	1.8	-0.17
Cc1cccc(NC(=O)Cn2c(=O)oc3ccccc32)c1	8%	-4	-1.2	108	10	1.1	0.17	-3.6	-2.1
Cc1nc(N2CCc3ccccc32)[nH]c(=O)c1CCC(C)C	3%	2	0.066	78	4	1.1	-0.29	-4.3	-0.65
CCOC(=O)c1c(C)[nH]c(C)c1C(=O)CN1C(=O)NC(CC(C)C)C1=O (centres undefined)	5%	-4	0.16	77	6	1.1	-0.049	0.5	.
Cc1ccc(C)c(N(CC(=O)NCc2ccc3c(c2)OCO3)C(=O)CCC(=O)Nc2ccccn2)c1	2%	-1	0.028	140	-6	1	0.05	1.7	0.58
c1ccc(CN2C3=NCCCN3c3ccccc32)cc1	3%	25	-0.37	102	7	1	-0.24	0.2	-2.6
CC(C)n1c(SCC(N)=O)nc2c1c(=O)[nH]c(=O)n2C	1%	-2	0.5	104	-4	1.1	-0.33	-1.3	-0.081
CC1CCc2nc(NC(=O)CN3CCN(c4ccccc4)CC3)sc2C1 (centres undefined)	8%	0	-0.029	100	-6	1.1	-0.039	-1.6	0.052
CS(=O)(=O)N(CC(=O)NCc1ccc2c(c1)OCO2)c1ccccc1	8%	3	0.35	172	7	1.1	-0.11	-0.7	1
CC(C)(C)c1cnnn1-c1ccc(NC(=O)c2ccc3c(c2)OCO3)cc1	7%	2	-0.84	92	5	1	-0.00025	3.4	0.38
Cc1ccc2c(CC(=O)OC(C)C(=O)NCc3ccc4c(c3)OCO4)coc2c1 (centres undefined)	5%	0	0.64	83	7	1	-0.19	-5.5	1.8
CS(=O)(=O)N(CC(=O)NC1CC2CCC1C2)c1cccc(C(F)(F)F)c1 (centres undefined)	0%	-5	-1.1	96	11	1.1	-0.78	-2.0	0.038
CCOc1cc2nc(-c3ccc(OC)c(OC)c3)nc(N3CCOCC3)c2cc1OC	15%	4	4.7	48	-8	1.5	-0.45	2.5	13*
COc1ccc(S(=O)(=O)N2CCSC2c2ccc(OC)c(OC)c2)cc1 (centres undefined)	4%	0	-1.2	84	1	1.1	-0.63	-0.5	4.2*
Cc1ccc(SCc2cc(=O)n3[nH]cnc3n2)cc1	1%	-16	0.38	100	.	1.1	0.47	-2.1	0.021
Cc1ccc(S(=O)(=O)N2CCCC2CO)cc1 (centres undefined)	7%	-1	0.059	133	-4	1	0.038	-1.2	0.59
CCOc1ccc(OC(=O)c2cccnc2)cc1	5%	0	-0.68	105	6	1.1	0.34	-3.7	.
CN(C)Cc1cn(CCC(=O)O)c2ccccc12	4%	-3	-0.25	64	2	1.4	-0.1	1.2	-0.47
Cc1ccccc1CS(=O)(=O)Cc1ccc(C(=O)NCCCN2CCCC2=O)o1	8%	-3	-0.82	88	4	1.1	-1.1	-1.2	-0.63
CC(C)CCNC(=O)CN(C(=O)Cn1nnc(-c2ccc(F)cc2)n1)C1CCCC1	4%	0	0.036	101	11	0.98	0.33	-2.1	-0.43
COc1ccc(CCn2c(NCCCN3CCOCC3)nc3c2c(=O)[nH]c(=O)n3C)cc1	2%	-2	0.066	102	-12	1	-0.25	2.6	-0.47
O=C(O)c1cccc(-n2nnnc2SCc2ccccn2)c1	9%	-9	1.9	118	0	1.1	0.77	-2.0	-0.14
C1=C(CCNc2ncnc3c2cnn3-c2ccccc2)CCCC1	3%	-1	0.14	91	4	1.1	0.53	-3.3	-1.4
CSCCOC(=O)C1=C(C)NC(=O)CC1c1ccccc1Cl (centres undefined)	5%	1	-0.65	88	19	1.1	-0.72	-2.6	0.3
Cc1ccc(Cc2cnc(N)s2)o1	0%	.	-1.4	69	8	1.1	-2	-0.7	.
CCN(CC)c1ccc(/C=N/n2c(C)cc(C)cc2=O)cc1	14%	-5	-0.34	104	-1	1.4	0.75	-2.9	-0.2
CN1CCCC(C(=O)C(C#N)c2ccccc2)C1 (centres undefined)	6%	-1	0.65	114	3	1	1.1	0.2	-0.16
CNC(=O)c1ccsc1NC(=O)CN1C(=O)CCC1=O	3%	0	0.35	103	7	1	0.71	0.1	0.55
O=C(Nc1nc2c(s1)CCc1ccccc1-2)c1ccco1	4%	12	-0.53	35	0	1.3	0.75	-0.7	1.6
CCCCCn1c(C(C)NC(=O)CCC)nc2ccccc21 (centres undefined)	3%	-1	0.41	103	2	1	0.2	-4.4	-0.29
O=C(CC1(O)C(=O)Nc2ccc(Br)cc21)c1ccc2c(c1)OCO2 (centres undefined)	5%	-21	-0.26	99	.	1.1	-0.29	-2.7	-0.77
CC(Oc1ccc2oc(-c3ccccc3)c(C(=O)O)c2c1)C(=O)O (centres undefined)	2%[fluoresces]	-5	0.27	98	3	2.4*	-0.083	10	-0.1
CCCN1CCN(CCCNC(=O)Cn2cc3c(n2)CCCC3)CC1	3%	-2	-0.86	109	10	1.1	0.77	-2.0	.
COc1ccc(O)c(C(=O)CC(=O)c2ccc(F)cc2)c1	6%	-2	-0.006	67	5	1.4	0.25	-3.3	-4.3
CC(C)OCC(O)Cn1c(N2CCCC2)nc2c1c(=O)[nH]c(=O)n2C (centres undefined)	7%	-3	-0.31	69	2	1.1	0.34	-3.3	2
CCOC(=O)C1CCCN(Cc2ccccc2C)C1 (centres undefined)	14%	-6	-0.56	129	1	1.1	-0.86	-1.8	-0.5
CCOC(=O)C1CCN(C(=O)Nc2ccc3oc(C)nc3c2)CC1	6%	-9	1.1	94	4	1.1	0.91	-1.4	0.096
O=C(CCSc1nnc(-c2ccco2)o1)Nc1ccccc1	2%	-1	0.093	143	.	1.1	0.27	-3.6	-0.71
CN(CCCn1c(=S)[nH]c2ncccc2c1=O)Cc1ccccc1	6%	0	-1.1	87	8	1	-3.3*	0.2	.
COc1ccccc1C(=O)NCc1ccncc1	9%	-6	-0.35	123	6	1.1	-1.9	-3.2	-0.28
O=C(CN1CCOCC1)Nc1c2c(nc3c1CCC3)CCC2	3%	-6	0.058	70	-4	1.1	-0.25	-1.0	2.1
Cc1ccc(-n2nc(C)c3c2OC(N)=C(C#N)C3c2ccncc2)cc1 (centres undefined)	7%	-1	0.43	132	0	1.1	-0.64	-0.7	0.26
OCCN(Cc1ccccc1)CC1CC2C=CC1C2 (centres undefined)	1%	0	0.067	65	-2	1.1	-0.98	-4.0	0.86

(cont.)
SMILES	NADH coupling	Hsp90 block	M1 ag	Her2 expr inh	Ec RNAP inh	Autofluor 339	M1 antagonist	5HT1a ag	D1 mod
Cn1c(=O)c2cc(S(=O)(=O)NCCC(=O)NCCc3ccc(Cl)cc3)ccc2n(C)c1=O	5%	0	0.8	141	5	1.1	-0.15	-1.3	0.78
Cc1ccc(-c2csc3ncnc(-n4nc(C)cc4N)c23)cc1	6%	0	-0.44	106	9	0.96	-0.83	-1.2	-1.1
COC(=O)c1ccccc1N1C(=O)[C@@H]2C(c3ccc(Br)cc3)=NO[C@@H]2C1=O	1%	-3	0.012	106	3	1.1	-0.018	3.8	.
Cc1csc(NC(=O)CCCSc2nc3ccccc3s2)n1	2%	-4	0.48	94	6	1.1	0.032	-1.0	-0.7
CCn1c(SCc2cccc(C(=O)O)c2)nnc1-c1ccccc1	3%	-8	-0.5	95	11	1.1	0.93	-2.5	0.023
CCOC(=O)C(CC)Sc1nnc2n1C(C)(C)Cc1ccccc1-2 (centres undefined)	6%	-2	-0.21	97	1	1.1	-0.56	-4.2	0.73
O=C(Nc1ccc(N2CCOCC2)cc1)c1ccc2nc(-c3ccco3)c(-c3ccco3)nc2c1	6%	-16	0.00017	246	5	1	0.72	2.5	1
COCCn1c(=S)[nH]c2cc(C(=O)N3CCN(c4ccc(F)cc4)CC3)ccc2c1=O	5%	-1	-1.6	94	0	1	0.084	0.0	-1.5
